PfHsp40 yeast = rescue of PfHsp40-mediated yeast toxicity; S. cerevisiae expressing PfHsp40, growth rescue, ATP luminescence; growth rescue, % at 12.5 µM; 0.68% of 340,000 active; in the data active means growth rescue above about 28%, passing the limit was not always enough; inconclusive means no clear call, values can overlap the other calls;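 further: yeast W303a lacking pdr1 and pdr3 grown in galactose medium; growth measured after three days at 30 °C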
TcdB GH inh = blocks C. difficile toxin B glycohydrolase activity; TcdB glycohydrolase enzymatic assay, plate reader; 0.24% of 350,000 active; inhibition, % at 9.99 µM; in the data active means inhibition above about 10%
BoNT-A LC inh2 = BoNT A light chain protease inhibition; inhibition, % at 10 µM; multiplex microsphere protease substrate cleavage, flow cytometry; 0.17% of 360,000 active; AID 588499; further: plate controls were buffer without enzyme for full effect and enzyme alone for no effect
SSB-PriA inh = blocks PriA binding to SSB C-terminal tail | inhibition, % at 33 µM | AID 1272365 | 0.6% of 430,000 active | AlphaScreen SSBct-PriA binding, biotinylated peptide; in the data active means inhibition mostly above about 37%, no sharp cut-off; inactive means mostly below about 20%;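 further: plate controls were negative control peptide for no effect and reference peptide for full effect; strong numbers were not always called active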
Anthrax LF inh2 = inhibitors of Bacillus anthracis lethal factor protease; P15917; inhibition, % at 10 µM; 0.12% of 360,000 active; multiplex microsphere protease cleavage assay, LF; further: plate controls were buffer without enzyme for full effect and enzyme alone for no effect
3CLpro inhibitor = SARS-CoV 3CLpro protease inhibition | AID 1706 | inhibition, % at 6 µM | recombinant SARS-CoV 3CLpro, quenched FRET peptide cleavage | 0.14% of 290,000 active; in the data active means inhibition above about 12%
Vc quorum ag = induces V. cholerae light production without autoinducers. activation, % at 18.7 µM. 0.16% of 350,000 active. AID 588436. V. cholerae BH1578 lux reporter, luminescence, 6 h; in the data active means activation mostly above about 9.7%, no sharp cut-off; inconclusive means no clear call, values can overlap the other calls; inactive means mostly below about 3.7%; further: not every result past the cut was called active; inactives centre near 0; reference of the scale not given here
VHR inh abs = inhibitors of human VHR1 phosphatase (DUSP3). P51452. recombinant VHR phosphatase, pNPP absorbance. 0.52% of 290,000 active. inhibition, % at 13.3 µM. AID 1654; in the data active means inhibition above about 50%; further: some compounds called inactive have numbers as strong as hits
Y pestis TopoI = inhibitors of Yersinia pestis topoisomerase I. Y. pestis Topo-I cleavage product accumulation, plate reader. AID 504884. activity, % at 10 µM. 0.064% of 360,000 active; in the data active means activity above about 50%, passing the limit was not always enough; inconclusive means no clear call, values can overlap the other calls; further: inactives centre near 2
CCHF vOTU inh = blocks the CCHF virus ovarian tumor domain protease | CCHFV vOTU protease, Pep-AMC fluorescence | inhibition, % at 11.5 µM | 0.55% of 370,000 active; in the data active means inhibition above about 30%; further: 0% = vehicle wells with enzyme and 100% = no enzyme wells
* marks the source's active call; other numbers are inactive results; i = inactive; ? = inconclusive; nt = no result given; & = joins results of further samples. Unless noted, no stated cut-off is given here; in the data, active means inhibition above about 30%; inconclusive means no clear call, values can overlap the other calls; inactive means below that.

SMILES	PfHsp40 yeast	TcdB GH inh	BoNT-A LC inh2	SSB-PriA inh	Anthrax LF inh2	3CLpro inhibitor	Vc quorum ag	VHR inh abs	Y pestis TopoI	CCHF vOTU inh
O=C(CCS(=O)(=O)c1ccccc1Cl)Nc1ccc(S(=O)(=O)Nc2ncccn2)cc1	-1.2	-0.2	0.6	-11	-5	-5	2.8	-9	11	4
COCCN(C(=O)COC(=O)CCC(=O)c1cccs1)c1c(N)n(Cc2ccccc2)c(=O)[nH]c1=O	-0.2	1.4	-0.7	-5	0	nt	-5.3	nt	-7	15
N#Cc1ccc(C2=CC(=O)C[C@H](c3ccc(Cl)cc3)C2)cc1	3.2	0.4	1.1	6	-10	nt	i	nt	-4	-5
O=C(c1ccc(S(=O)(=O)Nc2ccccc2F)cc1)N1CCC1	-0.7	0.5	6.4	-7	4	nt	5.0	nt	5	-1
COC(=O)[C@H](C)N(Cc1ccc(Cl)c(Cl)c1)S(=O)(=O)CCNC1CCCC1	-0.8	nt	-0.2	-16	0	nt	1.3	nt	12	nt
COc1cc(N=c2c([N+](=O)[O-])nn(-c3ccc4c(c3)OCCO4)n2O)cc(OC)c1	-0.3	nt	-0.5	17	0	-2	-0.1	15	0	-6
COc1ccc2oc(=O)c(C(=O)Nc3ccccc3O)cc2c1	-0.4	1.5	-0.4	-5	-10	3	i	12	4	2
O=C(Nc1ncccc1Cl)c1cc2ccccc2o1	-0.5	2.4	1.9	-27	0	-2	-0.3	40	4	9
CC(=O)Nc1ccc(C(=S)NCc2ccco2)cc1	-0.8	-4.6	-0.5	0	-11	3	i	26	-7	3
COc1ccc(NS(=O)(=O)c2ccc3[nH]c(=O)[nH]c3c2)cc1OC	0.4	0.0	-1.2	-13	8	6	-1.8	23	-12	-14
CCC(=O)c1c(NCCc2ccccc2)cc(C)oc1=O	0.8	-4.6	-0.8	-19	-1	1	0.1	11	12	10
COc1ccc2nc(N3CCOCC3)cc(C)c2c1	-1.0	nt	1.5	-28	-1	2	-2.0	19	7	-64
CCOC(=O)c1c(NC(=O)c2ccc(N3C(=O)C4C5C=CC(C5)C4C3=O)cc2)sc2c1CCCC2 (stereo not given)	-0.9	nt	-0.8	-7	-15	-2	-0.3	14	21	-9
COc1ccc(C(=O)NNC(=O)C(=O)N2CCCCC2)cc1OC	0.7	1.6	1.6	-8	-1	-5	i	14	-7	12
Cc1ccccc1S(=O)(=O)NC(=NCc1ccc(F)cc1)c1ccccc1	0.7	3.0	-0.4	-11	0	nt	-1.2	nt	14	-1
CC(=O)Nc1ccc(NC(=O)C(C)OC(=O)c2c(C)nn(-c3ccccc3)c2Cl)cc1 (stereo not given)	1.3	3.3	-0.5	15	-1	nt	-1.3	nt	6	15
CC1CN(C2CCN(C(=O)c3cccc(Cl)c3)CC2)CC(C)O1 (stereo not given)	6.5	nt	-0.2	-10	-4	-3	i	29	-2	3
COC(=O)C1=C(C)N(Cc2ccc(C)cc2)C(=O)/C1=C\c1cc(OC)c(OC)c(OC)c1	0.4	0.0	-0.6	-5	1	0	i	7	20	-4
CC(C)(C)Sc1ccc2nc3c(n2c1)CCCC3	14	nt	-0.5	-6	0	-3	i	34	19	-18
C[C@@H](NC(=O)[C@@H]1Cc2ccccc2CN1C(=O)OC(C)(C)C)C(=O)NCc1ccco1	-0.4	0.8	-0.7	-2	-4	2	i	-14	1	-7
CCc1ccc(OCc2nnc(SCc3ccc(C(=O)O)cc3)o2)cc1	-1.7	1.9	1.5	-3	-5	2	i	8	1	-4
COc1ccc(NC(=O)COc2cccc3c2CCNC3=O)cc1	-1.4	-0.7	2.6	-7	-1	nt	27*	nt	3	2
CN1/C(=C\C(=O)Nc2ccc(F)cc2)C(C)(C)c2ccccc21	0.6	nt	-0.3	-5	-2	3	i	-4	-16	18
COC(=O)c1c(NC(=O)/C=C/C(=O)O)sc(Cc2ccccc2)c1C	1.3	nt	0.7	-8	-3	10	i	-1	-2	nt
C=CCNCCCCOc1ccc(C)cc1[N+](=O)[O-]	0.0	nt	0.8	0	2	4	i	22	-4	10

Reprinted at random: three records from the list.
SMILES	PfHsp40 yeast	TcdB GH inh	BoNT-A LC inh2	SSB-PriA inh	Anthrax LF inh2	3CLpro inhibitor	Vc quorum ag	VHR inh abs	Y pestis TopoI	CCHF vOTU inh
COCCN(C(=O)COC(=O)CCC(=O)c1cccs1)c1c(N)n(Cc2ccccc2)c(=O)[nH]c1=O	-0.2	1.4	-0.7	-5	0	nt	-5.3	nt	-7	15
CN1/C(=C\C(=O)Nc2ccc(F)cc2)C(C)(C)c2ccccc21	0.6	nt	-0.3	-5	-2	3	i	-4	-16	18
O=C(c1ccc(S(=O)(=O)Nc2ccccc2F)cc1)N1CCC1	-0.7	0.5	6.4	-7	4	nt	5.0	nt	5	-1

Next part.
SMILES	PfHsp40 yeast	TcdB GH inh	BoNT-A LC inh2	SSB-PriA inh	Anthrax LF inh2	3CLpro inhibitor	Vc quorum ag	VHR inh abs	Y pestis TopoI	CCHF vOTU inh
Cc1cccc(C)c1Nc1nnc(SCC(=O)Nc2cc(S(=O)(=O)N3CCCCC3)ccc2Cl)s1	0.4	1.2	-0.8	8	0	7	-0.2	-2	17	-9
CCc1cc2c(=O)c(-c3ccc4c(c3)OCCO4)coc2cc1OS(C)(=O)=O	3.1	1.2	2.1	-3	-2	2	-0.5	12	14	11
Cc1ccc(C(c2sc3nc(C)nn3c2O)N2CCN(c3ccccc3F)CC2)cc1 (stereo not given)	0.3	nt	1.6	-1	0	-1	-0.2	14	4	6
OCC1(Cc2cccc(C(F)(F)F)c2)CCN(Cc2cc(F)cc(F)c2)CC1	0.1	1.7	-0.7	1	-5	1	-0.6	26	18	22
O=C(Cn1cnc2ccccc2c1=O)NCC1COc2ccccc2O1 (stereo not given)	-0.7	nt	-0.5	7	-2	1	i	18	-1	10
O=Cc1ccc(N2N=C(c3ccccc3)CC2c2ccccc2)cc1 (stereo not given)	0.8	0.9	42*	-24	2	0	5.6	13	11	-22
c1cc2c(cc1CN1CCN(C3CCCCCC3)CC1)OCO2	-1.3	0.6	-1.6	-1	-9	0	-5.6	-7	1	1
COc1ccc(/C=C/C(=O)Nc2ccccc2Cl)cc1S(=O)(=O)N1CCOCC1	0.8	2.3	-1.0	2	-7	-2	-0.3	5	22	15
COc1ccc(OC)c(N(CC(=O)N2CCc3ccccc3C2)S(C)(=O)=O)c1	1.2	0.8	0.6	-3	1	0	-1.8	24	0	-1
Fc1cccc(NC(=S)NCCCN2CCOCC2)c1	-0.9	nt	0.1	-5	-2	2	i	13	-1	1
C=CCn1c(N)cc(=O)nc1SCC(=O)Nc1ccc2ccccc2c1	-0.7	nt	0.2	-1	-6	-5	-1.7	36	4	1
COc1ccc(-c2c3c(=O)n(C)c(=O)n(C)c3cn2-c2ccc(O)cc2)cc1	-1.0	1.7	0.8	-5	3	5	2.0	9	6	5
COc1ccc(-n2c(Cc3cccn3C)nnc2SCC(N)=O)cc1	1.2	-3.6	-1.0	2	-6	-4	-0.4	3	9	-7
COc1ccc(C(CNC(=O)COc2ccccc2C)N2CCCCC2)cc1 (stereo not given)	-0.3	1.1	-1.9	3	-6	nt	-7.1	nt	5	6
CCOC(=O)Oc1ccc(/C=C2\N=C(C)OC2=O)cc1	-1.6	-0.7	0.2	1	-4	2	i	2	-5	-3
O=C(Nc1ccccc1)c1ccc(=O)n(Cc2cccc(Cl)c2)c1	-0.9	3.9	-0.5	-5	-5	1	-0.3	17	2	0
O=C(Cc1ccc(Cl)cc1)NNC(=S)NC(=O)c1cccs1	5.3	1.2	?	-3	-5	0	-0.5	9	5	-15
CCCCn1nnnc1C(CCSC)N1CCN(C/C=C/c2ccccc2)CC1 (stereo not given)	nt	0.4	-0.1	nt	1	nt	nt	nt	nt	1
O=C1NC(Cc2c[nH]c3ccccc23)C(=O)N1CCOc1ccc(F)cc1 (stereo not given)	-0.7	nt	-0.5	2	-4	5	-0.3	10	3	2
COC(=O)C[C@H]1C[C@H]2c3cc(NS(=O)(=O)c4ccc(OC)cc4)ccc3O[C@H]2[C@H](CO)O1	nt	-0.7&0.0	-0.7	nt	1	nt	-0.6	nt	-4	-1
CCCn1c(N)c(C(=O)CN(C)CC(=O)Nc2c(Cl)cccc2Cl)c(=O)[nH]c1=O	-1.1	-1.1	2.5	-2	-3	nt	i	nt	11	4
CCCSc1ccc2nc(NC(=O)OC)[nH]c2c1	9.4	1.2	-0.1	-3	-2	4	i	24	-4	5
Cc1ccc(S(=O)(=O)NC(=O)N2CCCC(C)(C)C2)cc1	7.3	nt	0.7	-1	1	4	i	2	0	12
CS(=O)(=O)c1ccc2nc(NC(=O)CN3CCN(Cc4ccccc4)CC3)sc2c1	1.7	nt	-0.5	-8	-2	-8	-0.4	16	-4	-9
NC(=O)c1ccccc1OCc1nc2ccccc2s1	0.2	-8.5	0.1	-7	3	0	-1.0	-46	7	20
Later entries:
SMILES	PfHsp40 yeast	TcdB GH inh	BoNT-A LC inh2	SSB-PriA inh	Anthrax LF inh2	3CLpro inhibitor	Vc quorum ag	VHR inh abs	Y pestis TopoI	CCHF vOTU inh
CC(C)c1ccc(-c2nnc(N)s2)cc1	0.8	nt	-1.2	2	-3	-2	-0.1	10	-5	8
O=C(O)/C=C\C(=O)Nc1ccccc1C#Cc1ccccc1	0.2	nt	-0.1	-15	1	1	-0.5	-4	6	-1
O=C(Nc1nc2ccccc2n1CCOc1ccccc1)c1ccco1	1.0	nt	-0.1	-13	1	-2	i	-34	-7	17
CC1CCN(C2CCN(S(=O)(=O)c3ccc(C(F)(F)F)cc3)CC2)CC1	9.0	-0.9	-1.2	8	-2	-4	-0.5	-2	7	2
Nc1cc(Cl)ccc1C(=O)OCC(=O)NC(=O)NCc1ccccc1	6.7	nt	0.0	-2	-2	2	-1.0	-4	-2	-32
Cc1nn(-c2ccc(Cl)cc2)c2[nH]c(=O)c(CNCc3ccc4c(c3)OCO4)cc12	-1.1	nt	1.1	-12	-2	-2	12	-4	-9	3
COc1ccccc1N1C(=O)c2cccc3c(N(C)CCO)ccc(c23)C1=O	-0.9	0.8	3.9	-18	2	-3	0.8	-12	3	18
COc1cc(OC)cc(C(=O)NCCc2ccc(OC)c(OC)c2)c1	nt	0.5	nt	-7	nt	nt	-0.6	nt	-4	-3
COCCn1c(SCC(=O)Nc2ccc3c(c2)OCCO3)nnc1-c1c[nH]c2ccccc12	-1.8	nt	1.8	0	-5	0	-0.4	-12	1	-4
Cc1cc(C(=O)Nc2ccccc2)c2ccccc2n1	-2.5	0.0	-0.6	-15	22	3	i	21	-3	-4
O=C(CCCCn1c(=S)[nH]c2ccsc2c1=O)NCc1ccco1	3.9	1.1	-1.0	-25	-9	0	-1.8	21	8	-8
C=CCNc1nc(C(=O)OCC)nc2ccccc12	0.5	1.0	0.2	3	-1	3	1.0	6	2	7
COc1cc(C(=O)NC(=S)NNC(=O)c2cnccn2)cc(OC)c1OC	132*	nt	1.8	82*	4	-1	-0.3	2	0	1
S=C(Nc1ccccc1)N1N=CCC1c1ccccc1 (stereo not given)	6.1	nt	0.2	-12	0	2	-6.2	19	-1	-2
COc1cccc(-c2nc(SCC(=O)Nc3nc(-c4ccccc4)c(C)s3)[nH]c(=O)c2C#N)c1	0.1	-0.9	-0.7	-2	-6	6	i	8	-7	2
COc1cc(C2NCC(c3ccc(Cl)cc3Cl)c3c2[nH]c2ccccc32)cc(OC)c1OC (stereo not given)	2.0	-2.3	-0.3	40	-1	0	-3.1	8	-1	14
COc1cccc(C2Nc3ccccc3NC3=C2C(=O)CC(C)(C)C3)c1 (stereo not given)	-1.2	0.5	-0.4	-9	5	2	-0.6	22	-4	6
COc1cc(OC)c(NC(=O)C2CC(=O)N(c3ccc4c(c3)OCCO4)C2)cc1Cl (stereo not given)	-1.0	2.2	nt	12	nt	nt	1.7	nt	21	14
Cc1nc2cccnc2nc1C	-2.0	0.2	-1.0	2	7	-3	-0.7	21	9	11
O=[N+]([O-])c1ccc(Cl)c([N+](=O)[O-])c1	-2.3	0.3	-0.3	-2	-15	nt	-0.2	nt	1	-5

Screens (PubChem BioAssay)

This is a subset, so the mix of outcomes need not match the whole.
